# PDI inh: inhibitors of human PDI, primary screen, biochemical, turbidity, single point, plate reader; 350,000 compounds, 0.052% hits; PDI insulin aggregation turbidity, A650, 90 min; Protein disulfide-isomerase (Homo sapiens), P07237; AID 588391, 2011; inhibition, % at 10 µM;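 active = mean inhibition across replicates of 30% or more, whatever share of single replicates reach that level; inconclusive = mean inhibition below 30% while every single replicate reaches 30%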;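 also: absorbance from insulin aggregation driven by PDI reduction with DTT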
# Target sequence (P07237 whole entry, looked up): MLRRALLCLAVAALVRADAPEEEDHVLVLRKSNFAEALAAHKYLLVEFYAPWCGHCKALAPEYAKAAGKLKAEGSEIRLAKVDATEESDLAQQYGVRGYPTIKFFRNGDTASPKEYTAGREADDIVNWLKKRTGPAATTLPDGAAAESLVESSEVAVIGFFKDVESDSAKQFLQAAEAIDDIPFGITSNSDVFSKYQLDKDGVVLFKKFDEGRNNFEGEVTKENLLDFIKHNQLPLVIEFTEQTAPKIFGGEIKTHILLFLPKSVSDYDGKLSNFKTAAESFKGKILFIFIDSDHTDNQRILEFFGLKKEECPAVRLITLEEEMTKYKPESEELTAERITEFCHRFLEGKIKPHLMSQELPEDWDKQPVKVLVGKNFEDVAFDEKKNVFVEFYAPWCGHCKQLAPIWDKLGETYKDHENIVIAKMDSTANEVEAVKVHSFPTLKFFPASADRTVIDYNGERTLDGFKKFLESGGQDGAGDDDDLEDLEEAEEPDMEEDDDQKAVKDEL
# Granule exo inh: LAMP-1 surface exposure blockers, TALL-104 cells – cell-based, flow cytometry, MLPCN library, primary screen. TALL-104 LAMP-1 surface exposure; cells stimulated with thapsigargin and PMA. inhibition, % at 10 µM. 360,000 compounds, 0.66% hits;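 active = inhibition above about 55%, limit read from the data; inconclusive = no clear call, values can overlap the other calls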
# hiPSC survival: enhancers of single-cell hiPSC survival, primary screen, ATPlite luminescence; survival enhancement, % at 20 µM; 100% = ROCK inhibitor wells, 0% = DMSO; 360,000 compounds, 0.044% hits; in the data active = survival enhancement above about 18%;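 also: cells exposed to compounds for 16 hours before the ATP read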
# NR2E3 ag-1: inhibitors of NR2E3-RetCOR corepressor binding, primary screen, NR2E3 agonist project, biochemical, TR-FRET, GST-NR2E3, biotin-RetCOR. Photoreceptor-specific nuclear receptor (Homo sapiens), Q9Y5X4. 1536-well. inhibition of corepressor binding, % at 4.78 µM. 320,000 compounds, 0.12% hits. AID 2300, 2010;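 active = percent inhibition above the cutoff of mean plus 3 SD of all tested compounds, set per screening campaign, cut at about 20% in these data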;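 also: 0% = DMSO wells and 100% = biotin wells as full block of FRET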
# Target sequence (Q9Y5X4 whole entry, looked up): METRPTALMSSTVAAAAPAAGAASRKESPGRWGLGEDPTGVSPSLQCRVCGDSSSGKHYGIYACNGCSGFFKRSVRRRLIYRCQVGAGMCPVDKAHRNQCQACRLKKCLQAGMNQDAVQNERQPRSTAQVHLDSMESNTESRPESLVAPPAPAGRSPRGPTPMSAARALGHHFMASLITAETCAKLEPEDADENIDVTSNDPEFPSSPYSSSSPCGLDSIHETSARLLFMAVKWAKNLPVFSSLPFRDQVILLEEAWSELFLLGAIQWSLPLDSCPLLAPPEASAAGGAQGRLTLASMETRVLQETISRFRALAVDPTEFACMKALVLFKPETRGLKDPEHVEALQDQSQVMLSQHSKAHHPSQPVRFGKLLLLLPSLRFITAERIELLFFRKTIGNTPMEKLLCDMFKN
#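 Format: 1536-well format; test system: GST-NR2E3 and biotin-RetCOR proteins; read-out basis: percent inhibition of TR-FRET ratio; timing: 5 h incubation at 4 °C; detection: time-resolved FRET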
# TRPM1 prom inh: inhibitors of MITF-dependent TRPM1 promoter reporter, primary screen, cell-based, SK-MEL-5, single point, luciferase | SK-MEL-5 TRPM1 promoter luciferase, 24 h | inhibition, % at 12.5 µM | 330,000 compounds, 0.83% hits | AID 488899, 2010;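 active = mean inhibition across replicates of 60% or more, whatever share of single replicates reaches that level; inconclusive = some that reach 60%, reason not given; inactive = mean inhibition across replicates below 60%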; also: values of inactives mirror those of a sister screen read the other way
# NR2E3 ag-2: NR2E3 agonists in two-hybrid cells, primary screen, cell-based, luminescence, CHO-S, Gal4-NCOR/VP16-NR2E3; Photoreceptor-specific nuclear receptor (Homo sapiens), Q9Y5X4; luciferase; inhibition of corepressor binding, % at 3.98 µM; 360,000 compounds, 0.35% hits; AID 602229, 2012;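 active = inhibition above the mean of all tested compounds plus 3 SD, cut at about 70% in these data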;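 also: 0% = DMSO with NR2E3 transfected cells and 100% = cells lacking NR2E3 construct; higher means lower luciferase signal from less NR2E3 corepressor binding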
# HIF-2a inh: HIF-2a reporter inhibitors, primary screen, luminescence, 786-0 RCC cells; AID 624352, 2012; 360,000 compounds, 0.72% hits; 786-0 RCC cells HIF-2a reporter, luciferase luminescence, overnight; inhibition, % at 18.8 µM;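 active = inhibition of the luminescence signal of 40% or more relative to plate controls, in a single-dose primary screen at 18.75 µM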
# aDG glyco up: activators of alpha-DG glycosylation, primary screen, uHTS, Pro5-aDG cells, AlphaScreen | alpha-DG glycosylation AlphaScreen (IIH6); 0% Pro5, 100% B10-LARGE cell signal | activation, % at 10 µM | 360,000 compounds, 0.22% hits;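 active = activation of at least 8% versus controls, or a plate z-score of at least 8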;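 also: Pro5 are CHO cells carrying HIG-tagged alpha-DG that lacks glycosylation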
# Vif inh: HIV Vif self-association inhibitors, primary screen, imaging, HEK293T, single point | HEK293T cells, Vif self-association by quenched fluorescence, 24 h | inhibition, % at 7.49 µM | 340,000 compounds, 0.35% hits | AID 602346, 2012; in the data active = inhibition above about 50%, passing the limit was not always enough; inconclusive = no clear call, values can overlap the other calls; inactive = below about 31%; also: some results filed as inactive read as strong as hits
# CaV13 FRET inh: Primary screen for inhibitors of IQ motif and Ca2+-dependent inactivation inhibitor domain binding in CACNA1D, Förster resonance energy transfer in living cells, … | HEK cells, CFP/YFP FRET ICDI-IQ, plate reader, 10 min; percent FRET-ratio fall versus neutral wells | inhibition, % at 12.3 µM | 340,000 compounds, 0.098% hits | AID 743397;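 active = mean replicate inhibition of at least 30% and at least 1% of replicates passing that level; inconclusive = only one of the two criteria is met; inactive = neither criterion is met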;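 also: 0% = median of the neutral control wells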
# Peg3 promoter: Peg3 promoter-driven luciferase inhibitors, primary screen, cell-based, HeLa, luciferase luminescence; HeLa PEG-Prom luciferase reporter, overnight; inhibition, % at 20 µM; 360,000 compounds, 1.7% hits; AID 588405, 2011;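 active = inhibition of at least 50% at 20 µM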
# * = called active by the depositor; ? = inconclusive; / = no result given.
# Second line of a record: NR2E3 ag-1	Peg3 promoter	hiPSC survival	aDG glyco up	Granule exo inh	CaV13 FRET inh	NR2E3 ag-2	TRPM1 prom inh	HIF-2a inh	Vif inh	PDI inh
CN(C1=NS(=O)(=O)c2ccccc21)c1ccc(OC(=O)c2ccccc2F)cc1
 : /	0	7.8	-0.4	-3	-7	-42	/	7	/	-4
Cc1nc(S(=O)(=O)Cc2ccccc2Cl)nc2c1CCC2
 : -4	3	8.1	2.1	-2	-5	-16	-2	8	-3	-3
COc1ccc(/C=C(\C#N)C(=O)OCC(=O)N(C)C2CCS(=O)(=O)C2)cc1 (configuration not stated)
 : 3	5	-0.3	-0.1	-3	-6	-10	-1	0	-1	3
O=C(Nc1cccc(F)c1)c1sc(Cl)nc1-c1ccccc1
 : -1	15	-0.3	1.4	1	-3	-12	6	3	-18	0
O=S(=O)(NCc1cn2ccccc2n1)c1cccs1
 : 3	-56	-0.5	-0.1	-3	-6	-63	-28	-90	6	-4
COc1ccc(CNC(=O)CN(c2cc(C)cc(C)c2)S(=O)(=O)c2c(C)noc2C)cc1
 : 1	7	0.6	-0.2	4	-6	-19	6	16	7	-9
Cc1cccc(NC(=O)CSc2cc(C)c(C#N)c3nc4ccccc4n23)c1
 : 2	1	-0.7	0.0	-6	-5	-21	18	4	-2	-2
CC(C)(C)c1ccc(Cn2nnc3c(=O)[nH]c(C4CCCN(C(=O)Cc5cccs5)C4)nc32)cc1 (configuration not stated)
 : 1	34	0.7	-0.2	18	-4	-8	-4	-23	/	6
Cc1ccc(S(=O)(=O)N(C)c2ccc(N)cc2)cc1
 : -3	-7	3.2	-0.3	16	-5	11	-7	1	-15	0
Cc1ccc(S(=O)(=O)/N=C(/c2ccc(F)cc2)N2CCCC2)cc1
 : 4	1	1.2	0.3	-1	1	2	9	12	0	7
Cc1ccc(SCCC(=O)NC2CC2)cc1
 : 3	-35	-3.3	-0.4	0	-2	-9	-8	-34	9	10
C=CCOc1c(Br)cc(CNc2ccc3[nH]c(=O)[nH]c3c2)cc1OCC
 : 0	16	-2.0	0.6	0	-5	-34	-7	25	1	-5
CCOC(=O)c1sc2nc(C(C)C)c3c(c2c1N)CC(C)(C)OC3
 : 2	28	1.3	0.3	-1	-5	21	-2	-1	/	14
CCCCN=CC1=C(O)C(C(=O)OC)C(C)(C)CC1=O (configuration not stated)
 : 0	2	-3.0	0.6	-1	-2	19	5	10	-2	4
CC1=C(C(=O)Nc2ccc(F)cc2)C(c2cccc(C)c2)n2nc(CCCO)nc2N1 (configuration not stated)
 : 1	-1	4.4	-0.1	1	-2	-4	5	9	15	/
C=CCNC(=O)COC(=O)/C=C/c1cccs1
 : 4	7	2.7	0.5	2	-7	-25	2	12	5	-8
CCCOc1ccc(-c2csc(NC(=O)CN3C(=O)CCC3=O)n2)cc1
 : 0	-23	-0.5	0.0	-1	-6	-8	4	-13	7	-2
COc1cc2cc(CCCOC(=O)c3cc(OC)c(OC)c(OC)c3)oc(=O)c2cc1OC
 : /	0	1.0	0.0	-3	-10	5	-8	12	-5	3
O=C(NNc1cc(Cl)ccc1Cl)c1cccs1
 : 2	4	1.6	0.1	-4	-19	-23	-3	15	-11	-15
CC1(N2CCCCC2)CC2(O)C(=[N+]1[O-])CCC/C2=N\O (configuration not stated)
 : -2	7	1.1	0.0	-2	-5	-14	3	7	3	0
Cc1ccc(C(=O)NCCc2nnc3ccc(N4CCCC4)nn23)cc1
 : -3	-3	-0.4	-0.1	1	-10	-7	7	0	/	4
N=C1C2=C3Sc4ccccc4N3CCCC2=NN1c1cccc(S(=O)(=O)O)c1
 : -3	35	-0.6	0.0	-1	-3	-6	7	21	1	-2
COc1ccc(-c2nnc3ccc(SCC(=O)Nc4nc5ccccc5s4)nn23)cc1OC
 : 0	22	-0.4	0.0	-2	-5	9	-3	-10	4	?
CC1CC(C)CN(c2oc(-c3ccccc3F)nc2C#N)C1 (configuration not stated)
 : -2	2	0.1	-0.3	-5	-4	-19	3	-10	-7	1
C=CC[C@@H](Cc1ccc(F)cc1)C(=O)OC[C@H]1CCCN1C(=O)[C@H](CC=C)CC(=O)NCCO
 : /	0	3.8	-0.1	13	-5	15	9	7	18	-4
Cc1onc(-c2ccccc2)c1C(=O)Nc1ccc(OC(C)C)cc1
 : 2	-3	-0.1	0.1	-2	20	-12	-4	-1	5	-3
COc1cc(C(=O)N2CCN(c3cccc(Cl)c3)CC2)ccc1OCC(=O)N1CCOCC1
 : /	9	-0.3	-0.1	-7	-13	18	/	6	-1	3
O=C(CSc1ccc(-c2cccnc2)nn1)Nc1ccc(F)cc1F
 : 4	-4	-0.3	0.2	1	-10	-27	-2	10	2	3
CCN(CC(=O)NCc1ccc(Cl)cc1)S(=O)(=O)c1ccc(F)cc1
 : 3	22	0.3	0.2	11	-19	-5	-2	10	-6	-8
CC1CCCC(C)N1Cc1cn2ccccc2n1 (configuration not stated)
 : 2	12	0.1	0.0	4	-8	-53	6	-1	13	5
Cc1ccc(Oc2ccc3c(c2)C(=O)N(c2ccc(S(=O)(=O)Nc4nccs4)cc2)C3=O)cc1
 : -3	-3	-1.6	0.1	0	-8	-21	6	22	3	4
COc1cccc(NC(=O)/C=C/c2ccco2)c1
 : -1	-296	0.5	-0.1	0	3	-85	-77	-303	-3	1
O=c1c2ccccc2c(-c2cccc(C(F)(F)F)c2)nn1-c1ccccc1
 : -2	22	0.8	0.2	-5	-4	-5	-2	15	-2	3
CCCCCC1CC(=O)NC1(C(=O)OCC)C(=O)OCC (configuration not stated)
 : /	-10	0.1	0.2	21	-17	-21	6	9	25	-2
Cc1ccc2cc(C#N)c(NCc3ccco3)nc2c1
 : -1	-36	3.2	0.4	-4	-5	-31	1	-66	-3	0
CC(C)(C)OC(=O)N1CCCC(C(=O)Nc2cccc(C(=O)N3CCCCC3)c2)C1 (configuration not stated)
 : /	-4	-2.0	-0.1	0	-6	2	-3	-9	/	-1
CCn1c(C)nnc1SCC(=O)Nc1ccc(Cl)cc1
 : /	3	-0.4	0.0	1	-3	3	-1	-2	4	-8
CC(C)N(CCCNC(=O)C1CCC(CNS(=O)(=O)c2ccccc2)CC1)Cc1ccccc1 (configuration not stated)
 : -1	14	-0.5	0.6	-3	-7	6	-22	6	13	-7
COc1ccc(OC)c2c1CCC2=O
 : 5	6	1.5	0.0	0	/	-11	0	13	-10	-1
OC(Cc1cccnc1)(Cc1cccnc1)c1cc2ccccc2[nH]1
 : 1	12	-0.7	-0.2	3	-2	11	-5	7	1	3
C=CC[C@H](CC(=O)NCCO)C(=O)NC[C@@H](OC(=O)[C@@H](CC=C)Cc1ccc(F)cc1)c1ccccc1
 : /	1	-0.7	0.0	6	-11	18	4	12	1	10
Cc1cc(NC(=O)C2CCCN(S(=O)(=O)c3c(C)noc3C)C2)no1 (configuration not stated)
 : 1	12	1.6	-0.3	-6	-6	-24	/	1	/	-4
Cc1cc(C)c(C#N)c(SCC(=O)NC(C)(C)C)n1
 : 5	-3	2.8	-0.1	-2	-7	-19	-21	-7	-10	1
O=c1c2ccccc2[nH]c(=S)n1CCN1CCN(Cc2ccccc2)CC1
 : 0	8	-0.1	0.1	0	-4	2	11	25	-6	-1
O=C(CCCCC(=O)NN=Cc1ccccc1O)NN=Cc1ccccc1O
 : /	41	-1.1	1.1	7	-6	-16	58	-6	-4	13
Cc1ccc(C(=O)Nc2sc3c(c2C(=O)NCc2ccco2)CCCC3)cc1
 : -5	-117	6.6	-0.1	1	-4	-53	-34	-166	0	-2
CCn1c(=O)cc(OCC(=O)Nc2ccccc2N2CCN(C)CC2)c2ccccc21
 : 3	-18	1.1	0.1	1	-4	-4	/	-18	-3	/
Cc1ccccc1OCC(=O)N/N=C/c1cc2ccccc2nc1Cl
 : 1	-24	-2.9	0.8	0	-4	-15	11	-44	-7	10
Cc1occc1C(=O)N/N=C/C(Br)=C\c1ccccc1
 : -4	-311	-0.6	0.4	11	-6	-65	-53	-274	-9	2
O=C(Nc1ccccc1)Nc1ccno1
 : -1	3	-0.6	-0.1	0	-5	-17	12	-14	16	-2
COc1cc(CNC(C)c2ccccc2)c(Br)cc1OCC(N)=O (configuration not stated)
 : 0	11	0.1	0.1	7	-6	-1	6	12	/	-2
O=C(COc1ccccc1)NCC1CCCO1 (configuration not stated)
 : 0	0	0.3	0.0	-2	-10	0	-8	-18	4	3
COc1ccc(C(=O)C(CN2CCOCC2)c2ccccc2)cc1F (configuration not stated)
 : /	95*	-4.4	-0.4	2	/	-5	54	31	13	10
COc1cc(C(=O)NCC(c2ccco2)N2CCCC2)ccc1OCc1c(C)noc1C (configuration not stated)
 : -2	14	3.6	0.2	-1	/	-3	-2	13	5	-2
CC(=O)C1=CN(CC2CCCCC2)CCC1=O
 : /	-5	-0.7	0.0	2	-6	-4	-13	3	-6	-2
Cc1cc(C)n(CC2CC(=O)N(c3cc(Cl)cc(Cl)c3)C2=O)n1 (configuration not stated)
 : 0	-6	-1.1	-0.2	1	-4	-19	2	5	4	-3
CCC(C)c1ccc(NC(=S)N2CCCC2)cc1 (configuration not stated)
 : /	-113	-0.2	-0.1	0	-6	-11	-18	-131	-7	-8
O=C(C1=C(O)C(=O)N(CC2CCCO2)C1c1cccnc1)c1ccco1 (configuration not stated)
 : 8	-3	-4.0	-0.1	-1	-4	5	8	7	-13	-2
O=C(O)c1ccc(/C=N/Nc2ccc(Cl)nn2)cc1
 : 2	-5	-0.7	0.1	-22	-3	-17	-5	5	-4	-4
O=C(CSCc1ccc(Cl)cc1)Nc1ccccc1O
 : 2	-39	0.6	0.5	-2	-4	-23	5	8	11	11
CC(C)n1c(COc2ccccc2)nc2ccccc21
 : 1	-1	-0.6	0.0	-6	12	9	2	-17	15	-2

# 2 entries from above, set out differently:
mol | NR2E3 ag-1 | Peg3 promoter | hiPSC survival | aDG glyco up | Granule exo inh | CaV13 FRET inh | NR2E3 ag-2 | TRPM1 prom inh | HIF-2a inh | Vif inh | PDI inh
COc1cc(C(=O)NCC(c2ccco2)N2CCCC2)ccc1OCc1c(C)noc1C (configuration not stated) | -2 | 14 | 3.6 | 0.2 | -1 | / | -3 | -2 | 13 | 5 | -2
O=C(C1=C(O)C(=O)N(CC2CCCO2)C1c1cccnc1)c1ccco1 (configuration not stated) | 8 | -3 | -4.0 | -0.1 | -1 | -4 | 5 | 8 | 7 | -13 | -2

# Bioassay records (PubChem BioAssay)

# Random draw from the library; about 3.5% have a hit in one of these screens.
